# Screens (PubChem)
# LAP4-GFP MLPCN: modulators of LAP4-GFP expression in yeast, primary screen, S. cerevisiae, multiplex flow cytometry, MLPCN library. 3 h; median GFP as percent of DMSO wells. GFP response vs DMSO, % at 10 µM. hit rate 0.34% among 320,000;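 active = GFP response vs DMSO above a set limit, about the screen mean plus 3 SD, cut at about 150% in these data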
# procasp3 activ: activators of human procaspase-3 D3A mutant, primary screen, biochemical, absorbance, PC-3 D3A mutant, single concentration. Caspase-3 (Homo sapiens), P42574. AID 463141, 2010. activation, % at 8.5 µM. recombinant procaspase-3 D3A, Ac-DEVD-pNA absorbance 405 nm. hit rate 0.11% among 330,000;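 active = activation above the mean of all tested compounds plus 3 SD, cut at about 21% in these data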;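 note: 0% = DMSO alone and 100% = DMSO wells spiked with extra 5 µM PC-3 D3A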
#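 Assay system: Procaspase-3 D3A mutant, all three cleavage aspartates alanine. Buffer or medium: Zinc-free HEPES saline buffer with Triton X-100. Times: 1 h compound preincubation, 2 h substrate hydrolysis at 25 °C. Measured by: 405 nm absorbance of p-nitroaniline, reads at 0 and 120 min. Read-out basis: percent activation relative to control range. Replicates: singlicate.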
# RPL19A TOR yeast: RPL19A-GFP expression modulators in yeast, primary screen, cell-based, S. cerevisiae, multiplex flow cytometry, MLPCN. S. cerevisiae RPL19A-GFP strain, 3 h; active compounds read low. hit rate 0.3% among 330,000. AID 2025, 2009. percent response vs DMSO, % at 10 µM;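 active = percent response vs DMSO below 50%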;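 note: median channel GFP fluorescence of the barcoded RPL19A-GFP strain; ratio of sample median GFP to plate DMSO average so 100% = DMSO; lower means less RPL19A-GFP as with rapamycin TOR inhibition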
# EBNA-1 inhibitor: EBNA-1 DNA-binding inhibitors, primary screen, biochemical, fluorescence polarization. inhibition, % at 14.8 µM. hit rate 0.34% among 300,000; in the data active = inhibition above about 28%
# AHR act: AHR activators, primary screen, cell-based, luminescence, luciferase reporter, human; Aryl hydrocarbon receptor (Homo sapiens), P35869; AHR-responsive luciferase reporter cells; activation, % at 5 µM; hit rate 2.5% among 320,000; in the data active = activation above about 47%;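 note: 0% = vehicle wells and 100% = reference agonist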
# procasp7 counter: procaspase-7 activators, primary screen, counter-screen for procaspase-3 activator project, biochemical, absorbance, HTS, human. Caspase-7 (Homo sapiens), P55210. recombinant procaspase-7, Ac-DEVD-pNA absorbance 405 nm; D23A/D198A/D206A triple mutant, cannot self-cleave; scale: DMSO 0, 5 µM enzyme 100. activation, % at 8.5 µM. hit rate 0.093% among 330,000. AID 463210, 2010;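 active = percent activation above the screen-wide mean plus 3 SD, cut at about 25% in these data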
#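 Assay system: Uncleavable procaspase-7 mutant enzyme / Input: 2 µM procaspase-7 mutant as dispensed / Dosing: single nominal 8.5 µM compound dose, 0.8% DMSO final / Timing: 1 h enzyme–compound preincubation and 2 h substrate reaction, both 25 °C / Detection: p-Nitroaniline absorbance at 405 nm, read at 0 and 120 min / Replication: singlicate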
# MEP2-GFP yeast: modulators of MEP2-GFP levels in yeast, primary screen, S. cerevisiae, multiplex flow cytometry, MLPCN library; S. cerevisiae MEP2-GFP strain, 3 h; 100% = DMSO control level; GFP response vs DMSO, % at 10 µM; hit rate 0.51% among 330,000;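 active = GFP response versus DMSO above a set limit, roughly screen mean plus 3 SD, cut at about 180% in these data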;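 note: median GFP fluorescence of the barcode-gated MEP2-GFP cells per well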
# ZTA DNA inh: counter-screen for EBNA-1 inhibitors: inhibitors of Epstein-Barr virus ZTA | P03206 | ZTA-DNA binding, fluorescence polarization | inhibition, % at 11 µM | hit rate 0.15% among 320,000 | AID 2234; in the data active = inhibition above about 33%
# * = called active by the depositor; nt = no result given.
# The opening 13 entries, ahead of the listing:
SMILES,LAP4-GFP MLPCN,procasp3 activ,RPL19A TOR yeast,EBNA-1 inhibitor,AHR act,procasp7 counter,MEP2-GFP yeast,ZTA DNA inh
COc1ccccc1-n1cnc2sc(C)c(C)c2c1=O,102,9,107,11,3,1,109,10
N#C/C(=C/c1ccc(CNC(=O)C(=O)Nc2cc(Cl)cc(Cl)c2)o1)C(=O)NCc1cccnc1,88,-8,97,-5,3,-12,95,12
Cc1ccc(C(=S)NCS(=O)(=O)c2ccc(C)cc2)cc1,103,-22,102,1,-1,-32,106,14
CN(C(=O)COC(=O)c1cc(F)c(F)cc1Cl)c1ccccc1,97,10,100,-8,-1,8,95,-14
COc1ccc(-c2nn3c(C4CCCCC4)nnc3s2)cc1OC,87,-16,96,3,7,-22,96,0
COc1ccc(NC(=O)CSc2nc3ccccc3nc2N2CCOCC2)cc1,109,7,91,-2,2,4,97,-8
Cc1ccc2cc(CCNC(=O)C(=O)c3c(C)[nH]c4ccccc34)c(=O)[nH]c2c1,94,3,103,0,7,6,110,4
O=C(NCc1cc(C(F)(F)F)cc(C(F)(F)F)c1)C1CC(c2cccc([N+](=O)[O-])c2)=NO1 (stereo unspecified),nt,11,nt,-14,3,2,nt,4
CC1CC(C)CN(CCOc2cccc3ccccc23)C1 (stereo unspecified),95,10,104,8,10,6,107,-6
Clc1ccc(CCNc2ncnc3nc[nH]c23)cc1,101,8,101,-11,-4,-7,95,2
O=C(NCC1CCCO1)c1ccccc1NS(=O)(=O)c1cccs1 (stereo unspecified),86,0,96,-6,1,2,93,-3
CCC1SC2=NC(C)=C(C(=O)OCCOC)C(c3ccc(C(=O)OC)cc3)N2C1=O (stereo unspecified),97,8,98,-1,-2,11,99,1
COc1cccc(C(=O)NC(=S)Nc2cccnc2)c1,80,-8,123,-2,17,-5,98,1

# This part in full, from the first entry:
SMILES,LAP4-GFP MLPCN,procasp3 activ,RPL19A TOR yeast,EBNA-1 inhibitor,AHR act,procasp7 counter,MEP2-GFP yeast,ZTA DNA inh
COc1ccccc1-n1cnc2sc(C)c(C)c2c1=O,102,9,107,11,3,1,109,10
N#C/C(=C/c1ccc(CNC(=O)C(=O)Nc2cc(Cl)cc(Cl)c2)o1)C(=O)NCc1cccnc1,88,-8,97,-5,3,-12,95,12
Cc1ccc(C(=S)NCS(=O)(=O)c2ccc(C)cc2)cc1,103,-22,102,1,-1,-32,106,14
CN(C(=O)COC(=O)c1cc(F)c(F)cc1Cl)c1ccccc1,97,10,100,-8,-1,8,95,-14
COc1ccc(-c2nn3c(C4CCCCC4)nnc3s2)cc1OC,87,-16,96,3,7,-22,96,0
COc1ccc(NC(=O)CSc2nc3ccccc3nc2N2CCOCC2)cc1,109,7,91,-2,2,4,97,-8
Cc1ccc2cc(CCNC(=O)C(=O)c3c(C)[nH]c4ccccc34)c(=O)[nH]c2c1,94,3,103,0,7,6,110,4
O=C(NCc1cc(C(F)(F)F)cc(C(F)(F)F)c1)C1CC(c2cccc([N+](=O)[O-])c2)=NO1 (stereo unspecified),nt,11,nt,-14,3,2,nt,4
CC1CC(C)CN(CCOc2cccc3ccccc23)C1 (stereo unspecified),95,10,104,8,10,6,107,-6
Clc1ccc(CCNc2ncnc3nc[nH]c23)cc1,101,8,101,-11,-4,-7,95,2
O=C(NCC1CCCO1)c1ccccc1NS(=O)(=O)c1cccs1 (stereo unspecified),86,0,96,-6,1,2,93,-3
CCC1SC2=NC(C)=C(C(=O)OCCOC)C(c3ccc(C(=O)OC)cc3)N2C1=O (stereo unspecified),97,8,98,-1,-2,11,99,1
COc1cccc(C(=O)NC(=S)Nc2cccnc2)c1,80,-8,123,-2,17,-5,98,1
O=Cc1cc(CCC(=O)O)ccc1O,101,10,97,5,-2,5,89,8
C=CCN(c1ccccc1)S(=O)(=O)c1cccc(C(=O)Nc2cc(C)ccn2)c1,102,1,105,4,12,-8,105,-7
COc1ccccc1C(=O)N1CCN(Cc2nc(CC3CC3)no2)CC1,92,5,96,-3,2,10,109,-26
Cc1cc(C(F)F)n2nc(C(=O)Nc3ccccc3Br)nc2n1,86,1,85,11,7,16,86,0
CCc1nnc(NC(=O)CSc2nc3c(cc2C#N)CCCC3)s1,100,-24,96,8,7,4,99,17
COc1ccc(CN2C(=O)c3cccc4cccc2c34)cc1F,118,-5,109,-11,3,-4,115,-13
CCCCOC(=O)C1C2C=C[C@]3(CN(C(C)c4ccc(OC)cc4)C(=O)[C@H]13)O2 (stereo partly specified),97,0,93,7,0,0,100,2
CC(NS(=O)(=O)/C=C/c1ccccc1)C(=O)NCCc1ccc(S(N)(=O)=O)cc1 (stereo unspecified),101,0,97,1,-1,3,100,-26
CC(CCc1ccccc1)NC(=O)COC(=O)c1cccc(N(C)C)c1 (stereo unspecified),101,-4,103,-12,1,8,99,-3
O=c1cc(-c2ccccc2)nc(SCc2ccccc2F)[nH]1,111,1,90,5,23,4,95,-7
COc1ccccc1N(C)S(=O)(=O)c1ccc(C(=O)Nc2ccc(C(N)=O)cc2)cc1,103,6,98,nt,2,-11,100,nt
O=C(CSCC(=O)Nc1nc(-c2ccc3c(c2)OCO3)cs1)Nc1nccs1,113,5,105,-6,100*,-5,108,3
Cc1ccc(C)c(NC(=O)CCN2CCCCC2)c1,84,7,103,1,0,-1,104,-6
CC(C)C[C@@H](CO)N1CCN(CCCc2ccccc2)CCC1=O,125,-5,101,7,-4,5,98,-8
Cc1nn2c(-c3cccc(NC(=O)c4ccco4)c3)nnc2c2ccccc12,100,5,100,-10,41,5,100,-9
O=c1c2[nH]c3ccccc3c2nc2n1CCS2,104,-11,102,-3,57*,-1,98,11
O=C(Cc1ccc(-n2cccc2)cc1)NC1CCCCCC1,107,-4,99,6,1,-2,106,2
CCN(c1ccccc1)S(=O)(=O)c1cccc(C(=O)NCC(c2ccco2)N2CCCC2)c1 (stereo unspecified),98,-4,103,8,1,-4,108,1
COc1cc(C(=S)N2CCN(c3ccccc3Cl)CC2)cc(O)c1O,104,-13,100,10,1,-27,98,8
CC(C)[C@H]1C(=O)Nc2ccccc2N1C(=O)N[C@@H](Cc1ccccc1)C(=O)N[C@@H](Cc1ccccc1)C(=O)O,99,3,100,16,1,1,100,-4
CCOc1cc(C2C3=C(CCCC3=O)N(CC(=O)O)C3=C2C(=O)CCC3)ccc1OC,78,4,94,-6,-1,10,88,-15
COc1ccc(Cl)cc1C(=O)Nc1ccccc1N1CCCCC1,101,2,104,-17,22,16,105,-7
COc1ccccc1N(C)S(=O)(=O)c1ccc(Cl)c(C(=O)N2CCC2)c1,104,4,101,-1,-2,-2,110,-10
CCOC(=O)N1CCC(NC(=O)c2cccnc2SC)CC1,94,2,99,-6,-1,9,108,-4
CCOc1ccc(C2C3=C(Nc4nc(N)[nH]c(=O)c42)c2ccccc2C3=O)cc1 (stereo unspecified),93,0,114,0,1,-3,101,3
Cc1cc(C)c2c(N)c(S(=O)(=O)c3ccccc3)sc2n1,105,3,98,1,6,-6,99,-11
COc1cccc(CNC(=O)COC(=O)CNC(=O)c2ccc(-c3ccccc3)cc2)c1,105,3,98,nt,0,4,101,14

# 3 entries from above, arranged by molecular weight, low to high:
SMILES,LAP4-GFP MLPCN,procasp3 activ,RPL19A TOR yeast,EBNA-1 inhibitor,AHR act,procasp7 counter,MEP2-GFP yeast,ZTA DNA inh
COc1ccccc1-n1cnc2sc(C)c(C)c2c1=O,102,9,107,11,3,1,109,10
CCCCOC(=O)C1C2C=C[C@]3(CN(C(C)c4ccc(OC)cc4)C(=O)[C@H]13)O2 (stereo partly specified),97,0,93,7,0,0,100,2
O=C(CSCC(=O)Nc1nc(-c2ccc3c(c2)OCO3)cs1)Nc1nccs1,113,5,105,-6,100*,-5,108,3

# The list continues.
SMILES,LAP4-GFP MLPCN,procasp3 activ,RPL19A TOR yeast,EBNA-1 inhibitor,AHR act,procasp7 counter,MEP2-GFP yeast,ZTA DNA inh
CCN(CC)c1cccc(OC2=NS(=O)(=O)c3ccccc32)c1,102,-13,99,4,4,-16,97,7
CCN(C(=O)C(C)Cl)c1ccccc1 (stereo unspecified),101,-3,103,-13,1,-2,101,3
Cc1ccc(C)c(NC(=S)NCc2cccs2)c1,97,6,108,-8,0,3,103,1
COCCNC(=O)/C(C#N)=C/c1cc(C(C)C)c(OC)cc1C,101,7,91,3,3,2,105,7
CN(C)C(CNC(=O)c1cnc(Cl)c(Cl)c1)c1ccccc1 (stereo unspecified),90,2,99,-12,1,15,103,-1
S=C(Nc1ccc(Br)cc1Cl)NN1CCOCC1,103,-7,102,-4,8,-1,102,-2
CC1(C)Cc2cccc(OCC(=O)N3CCN(c4cccc(C(F)(F)F)c4)CC3)c2O1,102,9,97,5,2,3,95,2
Cc1cc(C)c(CN2CCC(n3nccc3NC(=O)C3CCOC3)CC2)cc1C (stereo unspecified),97,-3,95,13,5,-8,97,10
COc1ccc(/C(C)=N/NS(=O)(=O)c2ccccc2)c(OC)c1,109,1,96,1,0,-3,102,11
CN(C)CCN(CC1CCCN(Cc2ccccc2F)C1)C(=O)c1ccc(F)cc1 (stereo unspecified),95,4,106,2,-4,-4,108,-12
CCOc1ccc2ccccc2c1/C=N/NC(=O)CNC(=O)Cc1ccccc1,89,14,105,2,11,-7,100,10
Cc1cc(C(=O)O)cc(S(=O)(=O)Nc2c(C)nn(C)c2C)c1C,95,5,101,nt,-1,3,113,nt
CCOC(=O)c1c(NC(=O)c2cc(-c3cccc(O)c3)on2)sc(C(C)=O)c1C,86,6,101,-3,11,-9,91,-10
Cc1ccc(C(=O)NCC(=O)NC2CCC(C)CC2)s1 (stereo unspecified),103,1,100,nt,-1,11,103,-8
CC1=CC(C)(C)N(C(=O)CSc2nnc(-c3ccccc3)o2)c2ccc(C)cc21,117,6,91,0,1,-4,103,-11
O=C(CCNC(=O)c1ccc([N+](=O)[O-])cc1)NCCc1ccccc1,83,5,96,3,1,3,100,8
CCN(CC)C(=O)C(Sc1ccccc1)c1ccccc1 (stereo unspecified),104,-5,94,-7,-1,4,99,-4
C/C(=N\Nc1nc(C(=O)O)cs1)c1ccccc1,105,1,99,3,13,-1,97,16
CCOC(=O)c1nc2c(=O)n(C)c(=O)n(C)c2n(C)c1=O,98,-3,94,3,-1,2,94,-30
Cc1cc(Cl)cc(C)c1OCC(=O)N1CCN(c2ncccn2)CC1,117,3,90,nt,0,7,96,12
Cc1cccc(N2CCN(C(=O)CCCCCn3c(=S)[nH]c4ccc(N5CCOCC5)cc4c3=O)CC2)c1C,88,-1,97,-6,-2,12,94,-8
Clc1ccc(C2C3=C(Nc4ncnn42)c2ccccc2CC3)cc1 (stereo unspecified),97,4,101,-7,-1,16,109,0
